# MsrA inh = inhibitors of bovine MsrA. purified bovine MsrA, absorbance read-out. inhibition, % at 15.5 µM. 360,000 compounds, 0.75% hits. AID 651718; in the data active = inhibition above about 4.5%;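 also: 0% = vehicle wells with enzyme and 100% = reference inhibitor wells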
# bovine MsrA act = bovine methionine sulfoxide reductase A activation; purified bovine MsrA, absorbance read-out; activation, % at 10.6 µM; 360,000 compounds, 0.3% hits; AID 602163; in the data active = activation above about 7.5%;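 also: 0% = vehicle and 100% = reference activator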
# TbMetRS inhib = Trypanosoma brucei MetRS inhibition. purified T. brucei MetRS, ATP depletion, Kinase-Glo luminescence. inhibition, % at 11.9 µM. 360,000 compounds, 0.4% hits;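 active = inhibition above a per-plate cutoff of the control wells' mean inhibition plus 3 SD, cut at about 5.5% in these data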;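 also: 0% = DMSO wells median and 100% = median of wells with control inhibitor compound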
#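 assay system = parasite MetRS enzyme | timing = 15 min preincubation, 2 h reaction, all 25 °C | evaluation = percent inhibition relative to median high and low control wells | medium = HEPES buffer containing pyrophosphatase, BSA, spermine, DTT | compound = single dose, 11.9 µM final nominal, 0.9% final DMSO | detection = Kinase-Glo luminescence, ATP depletion format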
# PABP1 MLLE inh = inhibitors of microRNA-mediated deadenylation, human PABP1 MLLE binding | 360,000 compounds, 0.36% hits | inhibition, % at 20 µM | GST-MLLE / FITC-PAM2 fluorescence polarization; in the data active = inhibition above about 35%, passing the limit was not always enough;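 also: plate controls were DMSO wells with GST-MLLE for no effect and wells lacking GST-MLLE protein for full effect; some results filed as inactive read as strong as hits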
# Rin1 Abl inh = inhibitors of human Rin1-Abl protein interaction | TR-FRET Rin1/Abl binding, biochemical | AID 588664 | 360,000 compounds, 0.4% hits | inhibition, % at 7.35 µM; in the data active = inhibition above about 5%, passing the limit was not always enough
# Target sequence (P00519 whole entry, looked up): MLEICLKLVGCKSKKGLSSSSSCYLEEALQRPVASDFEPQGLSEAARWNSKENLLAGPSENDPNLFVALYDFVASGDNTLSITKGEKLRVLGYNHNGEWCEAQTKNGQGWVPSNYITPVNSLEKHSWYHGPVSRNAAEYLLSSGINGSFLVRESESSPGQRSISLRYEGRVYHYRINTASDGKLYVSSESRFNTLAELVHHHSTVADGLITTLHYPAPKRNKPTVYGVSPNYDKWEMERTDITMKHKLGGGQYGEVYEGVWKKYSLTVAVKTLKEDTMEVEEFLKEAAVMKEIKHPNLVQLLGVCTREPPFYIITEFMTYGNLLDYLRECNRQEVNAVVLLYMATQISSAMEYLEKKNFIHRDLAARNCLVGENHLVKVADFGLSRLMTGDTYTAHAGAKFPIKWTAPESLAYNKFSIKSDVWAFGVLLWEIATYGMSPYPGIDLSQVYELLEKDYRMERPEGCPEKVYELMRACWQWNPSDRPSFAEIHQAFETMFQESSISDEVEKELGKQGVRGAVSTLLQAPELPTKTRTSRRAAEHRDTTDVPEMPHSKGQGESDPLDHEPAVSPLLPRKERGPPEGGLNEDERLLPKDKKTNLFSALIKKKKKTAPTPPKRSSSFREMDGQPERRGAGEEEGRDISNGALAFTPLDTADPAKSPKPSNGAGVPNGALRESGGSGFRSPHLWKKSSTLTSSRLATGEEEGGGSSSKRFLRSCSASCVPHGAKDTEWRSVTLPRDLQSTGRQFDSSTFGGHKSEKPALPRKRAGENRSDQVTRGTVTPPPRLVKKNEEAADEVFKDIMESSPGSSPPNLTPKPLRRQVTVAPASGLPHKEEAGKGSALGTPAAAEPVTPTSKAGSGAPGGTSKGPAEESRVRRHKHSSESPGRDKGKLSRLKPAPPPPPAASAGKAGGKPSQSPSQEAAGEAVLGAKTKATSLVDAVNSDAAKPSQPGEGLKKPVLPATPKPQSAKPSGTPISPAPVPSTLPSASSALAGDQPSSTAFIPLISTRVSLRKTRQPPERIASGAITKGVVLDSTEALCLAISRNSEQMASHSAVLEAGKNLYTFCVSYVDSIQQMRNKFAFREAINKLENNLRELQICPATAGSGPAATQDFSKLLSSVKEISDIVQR
# Target sequence (Q13671 whole entry, looked up): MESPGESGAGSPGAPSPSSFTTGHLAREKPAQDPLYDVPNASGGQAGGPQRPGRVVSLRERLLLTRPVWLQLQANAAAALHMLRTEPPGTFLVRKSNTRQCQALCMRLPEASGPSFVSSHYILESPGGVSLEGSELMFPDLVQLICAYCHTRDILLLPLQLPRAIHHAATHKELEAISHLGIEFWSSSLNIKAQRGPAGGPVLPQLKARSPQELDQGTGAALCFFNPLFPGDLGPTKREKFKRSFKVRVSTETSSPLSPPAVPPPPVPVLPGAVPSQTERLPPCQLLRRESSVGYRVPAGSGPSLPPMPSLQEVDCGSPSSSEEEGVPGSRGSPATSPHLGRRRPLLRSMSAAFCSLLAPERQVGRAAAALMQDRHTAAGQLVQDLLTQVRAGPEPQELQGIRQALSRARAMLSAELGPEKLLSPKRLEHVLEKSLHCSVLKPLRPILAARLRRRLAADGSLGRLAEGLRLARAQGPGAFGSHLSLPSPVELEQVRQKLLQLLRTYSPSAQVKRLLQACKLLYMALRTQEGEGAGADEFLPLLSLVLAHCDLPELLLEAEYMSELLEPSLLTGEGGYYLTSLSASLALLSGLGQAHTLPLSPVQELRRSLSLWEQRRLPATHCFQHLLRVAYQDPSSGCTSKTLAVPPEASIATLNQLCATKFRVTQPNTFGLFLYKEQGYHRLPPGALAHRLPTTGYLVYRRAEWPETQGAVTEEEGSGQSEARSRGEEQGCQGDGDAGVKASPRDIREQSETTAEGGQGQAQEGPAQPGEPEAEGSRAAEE
# CSN inh = inhibitors of human CSN-mediated cullin deneddylation; Purified CSN, SCF-Nedd8-OG deneddylation, fluorescence polarization; 360,000 compounds, 0.38% hits; inhibition, % at 12.5 µM; AID 651999; Q92905;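 active = pattern-corrected inhibition above about 35%, with an unprinted fluorescence ratio check between 0.5 and 1.5, limit read from the data, passing the limit was not always enough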;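 also: 0% = enzyme with substrate and 100% = substrate without enzyme; some results filed as inactive read as strong as hits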
#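 Schedule: reaction 90 min, room temperature / Assay system: HEK293T-derived human Csn5 enzyme / Input: Csn5 at 0.24 nM final / Measure: inhibition of Csn5 cleavage, % / Control set: substrate-only high control, full reaction low control / Technique: fluorescence polarization of the substrate / Buffer or medium: Tris/NaCl/DTT buffer, pH 7.5 / Reagent: SCFSkp2-Nedd8OG substrate at 10 nM final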
# Neddylation inh = inhibitors of human cullin neddylation. P61081+Q13564. TR-FRET cullin neddylation, biochemical. calls only at 25 µM. 360,000 compounds, 0.58% hits. AID 651699; in the data active = inhibition above about 36%
# E coli Lon inh = inhibitors of E. coli Lon protease; P0A9M0; purified E. coli Lon protease, fluorescence polarization; inhibition, % at 7.94 µM; 360,000 compounds, 0.42% hits; AID 602123; in the data active = inhibition above about 13%, passing the limit was not always enough;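 also: 0% = enzyme with probe and DMSO and 100% = no enzyme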
# FAS TE block = FAS thioesterase (human) inhibition; P49327; recombinant FAS-TE, OMFH fluorogenic substrate, fluorescence endpoint; inhibition, % at 15 µM; 360,000 compounds, 0.67% hits;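 active = compounds whose normalised, plate-corrected inhibition of enzyme fluorescence in the single-dose primary screen is 50% or more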;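 also: 0% = DMSO with enzyme and 100% = substrate without enzyme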
# * marks the source's active call; other numbers are inactive results; i = inactive; / = no result given. Outcome played no part in choosing rows (roughly 4% active in at least one column).
SMILES,MsrA inh,bovine MsrA act,TbMetRS inhib,PABP1 MLLE inh,Rin1 Abl inh,CSN inh,Neddylation inh,E coli Lon inh,FAS TE block
CCCOc1c(OC)cccc1C1CC(=O)Nc2cc3c(cc21)OCCO3 (stereo not drawn),0.0,-4,-0.3,13,1,-1,i,-6,-3
CC(Sc1ccccc1)C(=O)N(CCC#N)Cc1cccnc1 (stereo not drawn),0.9,-1,-0.2,4,3,4,i,-5,-2
COc1cc(/C=C(\C#N)c2nc3ccccc3n2C)cc(OC)c1O,1.1,-3,2.0,-141,-3,18,i,-379,-12
CC(Oc1ccccc1F)C(=O)NCCN1CCCCC1 (stereo not drawn),-1.3,-9,-1.1,3,0,-3,i,-5,-3
c1ccc(C(c2ccccc2)N2CCN(c3ccc4ccccc4n3)CC2)cc1,-0.8,-4,-0.4,-5,0,-1,i,-1,15
CCN(CC(=O)Nc1c(F)cccc1F)C(=O)c1ccc(-c2ccccc2)cc1,-1.0,-3,-0.3,-8,2,-6,i,-2,0
COc1ccc(NC(=O)c2ccc(-c3ccccc3)cc2)cc1S(=O)(=O)N1CCOCC1,1.8,-4,-0.2,3,-6,2,i,-15,7
Cn1c(CNC(=O)OC(C)(C)C)n[nH]c1=S,0.1,-1,-0.5,-5,4,2,i,-3,-5
COCCN(C(=S)Nc1ccc(OC)c(Cl)c1)C1CCN(C(C)=O)CC1,1.1,-6,-0.2,-33,3,3,i,-4,-4
CCOC(=O)[C@]12CCC=C1N(CCC1=CCCCC1)C(=O)[C@H](CC(=O)NCc1ccc(OC)c(OC)c1)C2,0.2,-2,-1.2,/,/,-5,i,-10,-4
Cc1cccc(NC(=O)c2cc3c(n(-c4ccccc4)c2=O)CCCC3=O)n1,0.1,1,0.0,10,0,2,i,1,-4
CC(C)CNC(=S)N(CCCO)Cc1cc2cc3c(cc2[nH]c1=O)OCCO3,2.9,-2,0.3,19,0,2,i,7,-4
COc1ccc(C)cc1NC(=O)N1CCC(CO)(CC2CCCCO2)CC1 (stereo not drawn),-0.8,-3,-0.1,-1,-3,1,i,1,-7
Cc1ccc(CNC(=O)C2CCN(S(=O)(=O)c3ccc4c(c3)OCCCO4)CC2)cc1,0.0,-3,-1.1,-25,1,-5,i,3,1
Cn1c(=O)c2c(nc(SCCN3CCCCC3)n2C)n(C)c1=O,-0.3,-4,-0.3,7,-4,6,i,2,-12
CCC(C)Nc1nc(N)c([N+](=O)[O-])c(NC2CCCCC2)n1 (stereo not drawn),0.6,0,0.0,9,0,2,i,3,14
Cc1ccn(CCC(=O)N2CCCC(N3CCN(c4ccccc4C)CC3)C2)n1 (stereo not drawn),-0.3,1,-0.4,-8,0,-2,i,-3,-1
COc1ccc(N2CCN(S(=O)(=O)c3cc4c(cc3C)N(C(C)=O)CCO4)CC2)cc1,-0.1,7,-0.1,8,0,8,i,9,14
Cc1ccccc1-c1nc2cc(Cl)ccc2c(=O)o1,-0.1,-2,-0.6,-2,0,6,i,6,11
CC1(C)Cc2ccccc2C(NN=C2CCCC2)=N1,-1.4,-11,-1.4,-10,4,4,i,-2,-9
Cc1nc(NCCc2ccccc2)sc1C(=O)N(C)C,0.3,-1,0.2,-11,3,1,i,1,-3
COc1ccc(NCC(=O)Nc2c(C)cccc2C)cc1S(=O)(=O)N1CCOCC1,-1.3,-1,-0.2,11,-1,-5,i,-4,-6
CN(C)CCCNc1ncnc2c1cnn2Cc1ccccc1Cl,-0.9,-7,-1.1,-9,-2,-1,i,4,-7
COc1ccc(NS(=O)(=O)c2ccc(C)c(C(=O)OC(C)C(=O)N3CCOCC3)c2)cc1 (stereo not drawn),0.1,-2,0.3,3,1,-4,i,-5,-4
Cc1cccc(NC(=O)c2ccc(NC(=O)c3ccccc3Br)cc2)c1,0.3,-8,-0.4,-7,-4,-2,i,-23,8

# Later entries:
SMILES,MsrA inh,bovine MsrA act,TbMetRS inhib,PABP1 MLLE inh,Rin1 Abl inh,CSN inh,Neddylation inh,E coli Lon inh,FAS TE block
Cc1ccc(S(=O)(=O)CC(O)CN2CCCC2=O)cc1 (stereo not drawn),-0.7,-3,-0.4,7,-6,1,i,3,-7
Cc1ccc(F)cc1NC(=O)C1C2CCC(O2)C1C(=O)O (stereo not drawn),0.2,0,1.2,-13,4,-6,i,-8,-6
O=c1oc(CCCO)cc2ccc(C#Cc3ccsc3)cc12,-0.1,-4,-0.3,5,4,0,i,-10,6
COc1ccc(OC)c(S(=O)(=O)Nc2cnc3ccccc3c2)c1,-0.4,-7,-0.8,-3,2,-1,i,1,-8
C/C(Cl)=C\Cn1c(NCCCn2ccnc2)nc2c1c(=O)n(C)c(=O)n2C,-0.8,6,-0.1,-3,0,0,i,-7,-8
O=C(OCC(=O)N(CCc1ccccc1)Cc1ccccc1)c1cc(S(=O)(=O)N2CCOCC2)ccc1F,2.2,-10,-0.5,-6,4,7,i,-1,24
O=C(O)/C=C\C(=O)Nc1ccccc1C(=O)N1CCN(c2ccc(Cl)cc2)CC1,0.9,-4,-0.4,2,-5,7,i,-6,-5
CCc1ccc(NC(=S)N2CCN(c3cccc(OC)c3)CC2)cc1,1.2,-2,-0.2,-101,4,-3,i,3,0
Cc1ccc(S(=O)(=O)N2CCC(C(=O)NC3CC3)CC2)cc1,-1.2,-3,0.2,-6,3,-4,i,0,-2
O=C(NC(=O)N1CCCC1)c1csnn1,0.8,-1,-0.5,-7,1,-2,i,-2,-5
COc1ccc(CCN2CC(C(=O)N(C)CC(=O)Nc3ccc(F)c(F)c3F)CC2=O)cc1OC (stereo not drawn),0.2,-3,0.4,13,-1,-1,i,-11,-12
N#Cc1ccccc1/C=C/C(=O)N1CCOCC1,-0.1,-2,0.3,5,0,-4,i,3,-4
COc1cccc(C2N(c3ccccc3)CCN2c2ccccc2)c1OC,0.4,-4,-1.3,5,1,4,i,-2,5
Cc1cccc(-n2c(C)n[nH]c2=S)c1,2.8,-1,0.0,11,2,4,i,-3,-7
CCN(CC)S(=O)(=O)c1ccc(N2CCN(S(=O)(=O)c3ccccc3)CC2)nc1,0.3,0,0.5,11,1,0,i,4,8
CCOc1ccc(NC(=O)NC(=O)N(C(C)C)S(C)(=O)=O)cc1,-1.1,-4,0.2,13,-1,-4,i,-11,0
O=C(C[C@H]1C/C=C\C[C@@H](Cc2ccc(F)cc2)C(=O)OC[C@H]2CCCN2C1=O)N[C@H](CO)Cc1ccccc1,-0.3,-2,-0.1,-7,1,-4,i,4,-4
CC(C)NC(=O)C1(C)CCN1Cc1cccc(Cl)c1 (stereo not drawn),-0.8,0,0.1,-10,0,3,i,10,-2
O=C(Nc1nccs1)c1ccc(COc2ccccc2Cl)o1,0.1,-3,0.1,-2,-1,-7,i,4,15
O=C1C=CCCC1,-0.3,-2,-0.6,3,-3,4,i,-1,-2
CCCNC(=O)NC(=O)CSc1nc2ccccc2c(=O)n1Cc1ccncc1,-0.5,-6,-0.6,-23,2,1,i,-20,-5
CS(=O)(=O)c1ccc(Cl)c(NC(=O)CN2CCN(S(=O)(=O)/C=C/c3ccccc3)CC2)c1,0.7,0,-0.2,-27,-2,1,i,-2,26
c1ccc2c(CSCc3nc4ccccc4[nH]3)cccc2c1,1.8,-4,1.7,-3,-1,1,i,11,11
NS(=O)(=O)c1ccc(CCNC(=O)C(=O)NCC2OCCN2S(=O)(=O)c2ccc(F)cc2)cc1 (stereo not drawn),0.3,-2,0.1,-9,3,-5,i,-1,-6
CN(C)C(=O)CSc1nc(-c2cccs2)c(-c2cccs2)[nH]1,-1.2,-1,0.1,-9,-7,2,i,-1,-3

# Some of these compounds in order of molar mass, rising:
SMILES,MsrA inh,bovine MsrA act,TbMetRS inhib,PABP1 MLLE inh,Rin1 Abl inh,CSN inh,Neddylation inh,E coli Lon inh,FAS TE block
Cc1cccc(-n2c(C)n[nH]c2=S)c1,2.8,-1,0.0,11,2,4,i,-3,-7
Cc1ccc(F)cc1NC(=O)C1C2CCC(O2)C1C(=O)O (stereo not drawn),0.2,0,1.2,-13,4,-6,i,-8,-6
C/C(Cl)=C\Cn1c(NCCCn2ccnc2)nc2c1c(=O)n(C)c(=O)n2C,-0.8,6,-0.1,-3,0,0,i,-7,-8

# Next section:
SMILES,MsrA inh,bovine MsrA act,TbMetRS inhib,PABP1 MLLE inh,Rin1 Abl inh,CSN inh,Neddylation inh,E coli Lon inh,FAS TE block
Cc1ccc(S(=O)(=O)N2CCN(C(=O)COC(=O)C3CCC3)CC2)c(C)c1,-0.8,-2,-0.1,-10,3,-1,i,9,0
Cc1ccc(-n2nnnc2SCC(=O)NNC(=O)c2ccco2)cc1C,-1.4,0,-0.2,8,0,3,i,-10,-3
Cc1ccc(-n2cc(CNCCc3ncc(C)[nH]3)c(-c3ccc(F)cc3)n2)cc1,-1.2,0,-0.4,3,0,-3,i,11,-5
Cc1cccc(N2C(=O)CC(N(C(=O)c3ccco3)c3cccc(C)c3)C2=O)c1 (stereo not drawn),0.3,-11,-1.5,-4,0,-4,i,5,1
Cc1nc(C)c(C(=O)OCC(=O)Nc2ccc(C)c(C)c2)s1,0.4,-7,-0.4,-11,0,-2,i,-3,-1
CCCCC1(C)Cc2ccccc2C(=S)N1 (stereo not drawn),0.3,-6,0.5,22,0,-3,i,4,3
O=C(O)c1ccccc1S(=O)(=O)NCC(O)COc1ccc(Br)cc1 (stereo not drawn),0.6,2,0.2,0,3,0,i,-7,-1
COc1ccc(N(Cc2ccc(N(C)C)cc2)C(=O)c2ccc(S(C)(=O)=O)cc2)cc1,0.1,-3,-0.4,-20,0,-3,i,-9,5
COc1ccc(NC(=O)CN(C)C(=O)c2cc(S(=O)(=O)N(C)C)ccc2N2CCCC2)cc1,-0.6,-9,4.5,-27,0,4,i,-9,10
O=C(CSc1nc(NS(=O)(=O)c2ccccc2)cc(=O)[nH]1)Nc1ccc(F)cc1,0.1,-3,0.4,24,-2,1,i,-1,-9
Cc1ccc2c(c1)C1CN(C)CCC1N2C(=S)Nc1ccc(OC(F)F)cc1 (stereo not drawn),0.5,-3,-0.4,-18,-4,-3,i,0,2
CCn1cc(CN2CCCC(C(=O)Nc3ccc(-c4nc5ccccc5[nH]4)cc3)C2)c(C)n1 (stereo not drawn),1.1,-4,0.0,29,0,0,i,-10,-6
Cn1c(=O)c2c(ncn2CC(=O)OCC(=O)NCCc2ccccc2)n(C)c1=O,-0.5,-2,-0.4,-1,1,2,i,-9,-4
Cc1ccc(OCc2n[nH]c(=S)n2Cc2ccccc2)cc1,-0.3,1,-0.5,-30,1,-2,i,-5,-1
CCOC(=O)c1ccccc1NC(=O)CSc1nc(N)cc(=O)[nH]1,-0.9,-1,0.2,-2,2,3,i,4,-6
Cc1ccc(S(=O)(=O)N2CCOCC2)cc1NC(=O)CNC(C)c1ccccc1 (stereo not drawn),-1.1,-2,0.0,2,1,2,i,-11,-6
COC(=O)[C@H](CC(C)C)NC(=O)NCc1ccc(Cl)cc1,-0.4,-2,0.4,7,2,-4,i,-2,6
C/C(CC(=O)N(C(C)C)C(C)C)=N\NC(=O)COc1ccc(Br)cc1Br,0.7,-5,-0.7,-46,0,-7,i,-13,-1
COc1cccc(-c2cnc3c(NC=O)cc(-c4ccc(N5CCN(C)CC5)cc4)cn23)c1,0.5,2,-0.3,-79,-10,8,i,-61,6
Cc1ccc(NC(=O)C(C)N2C(=O)c3ccccc3C2=O)cc1S(=O)(=O)N1CCOCC1 (stereo not drawn),-0.2,-10,-0.6,-8,3,-6,i,1,0
Cc1cccc(NC(=O)Cc2ccc(Br)cc2)n1,0.2,-2,0.1,-8,-1,0,i,-8,4

# Assay outcomes as filed in PubChem.
